High-throughput results as filed in PubChem BioAssay.
influenza NS1A = H1N1 influenza NS1A inhibitors, functional cell based assay (AID 504329) | NS1A functional cell-based assay, percent inhibition; higher % means a stronger effect | inhibition, % at 12.5 µM; hits with a dose series show IC50 in µM | 340,000 compounds, 0.3% hits; in the data active means a potency from the dose series; inconclusive means inhibition above about 27% without an active follow-up result; further: strong numbers were not always called active
Salmonella PhoP GFP = Inhibition of PhoP regulon, Salmonella typhi GFP reporter cells, confirmation, 4 h (AID 1850); one-dose inhibition, % at 50 µM; IC50 in µM for titrated hits; 310,000 compounds, 0.33% hits; Salmonella Typhi PhoP-promoter GFP reporter, fluorescence, 4 h; higher % means a stronger effect; in the data active means a potency from the dose series; inconclusive means inhibition mostly from about 25% at the one dose, without a potency; inactive means the rest, 99 in 100 with inhibition below about 19%;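 further: 0% = induced wells with vehicle and 100% = uninduced wells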
M. tuberculosis = growth inhibition of non-replicating M. tuberculosis (AID 488890) | inhibition, % at 25 µM; hits with a dose series show IC50 in µM | Mycobacterium tuberculosis non-replicating, growth inhibition; higher % means a stronger effect | 320,000 compounds, 0.39% hits; in the data active means a potency from the dose series; inconclusive means inhibition mostly from about 82% at the one dose, without a potency; inactive means the rest, 99 in 100 with inhibition below about 76%;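 further: plate controls were DMSO cells for no effect and high antibiotic wells for full effect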
H37Rv inhibition = M. tuberculosis growth inhibition, HTS (AID 449762) | M. tuberculosis H37Rv growth inhibition, 7H9 media; higher % means a stronger effect | one-dose inhibition, % at 25 µM; IC50 in µM for titrated hits | 330,000 compounds, 0.59% hits; in the data active means a potency from the dose series; inconclusive means inhibition above about 70% without an active follow-up result;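 further: bacterial growth assessed after seven days of incubation; strong numbers were not always called active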
inhibitors of VEEV = inhibitors of VEEV TC-83 cytopathic effect, confirmation, Vero cells (AID 588727); Vero cells, VEEV TC-83 cytopathic effect inhibition; higher % means a stronger effect; one-dose inhibition, % at 20 µM; IC50 in µM for titrated hits; 350,000 compounds, 0.13% hits; in the data active means a potency from the dose series; inconclusive means inhibition mostly from about 14% at the one dose, without a potency; inactive means the rest, 99 in 100 with inhibition below about 12%; further: strong numbers were not always called active
inhibitors of VEEV 10K pilot screen = also measured in inhibitors of VEEV; calls as there; inhibition, %; measured here: 10K pilot screen inhibition
An asterisk follows results filed as active; i = inactive; ? = inconclusive; · = no result given. No enrichment for hits, and some 1.5% of all compounds hit somewhere here.

SMILES	influenza NS1A	Salmonella PhoP GFP	M. tuberculosis	H37Rv inhibition	inhibitors of VEEV	others
O=C(Cc1ccc2c(c1)OCCO2)Nc1cc(Cl)ccc1N1CCOCC1	-0.6%	·	·	·	5.2%
CC(=O)N1CCc2cc(S(=O)(=O)NC(CC(C)C)C(=O)N3CCn4c3nc3ccccc34)ccc21 (stereo not drawn)	1.5%	-1.4%	56.8%	-0.3%	7.4%
COc1cc(C)c(S(=O)(=O)Nc2ccc(CC(=O)O)cc2)cc1C	-2.9%	5.2%	-5.4%	-6.8%	0.2%
Cc1ccc(OCC(=O)NCc2cccs2)cc1	-7.7%	-6.0%	8.7%	9.6%	i
Nc1cc(Cl)ccc1N1CCCCCC1	4.0%	5.6%	24.0%	0.4%	i
COc1cc(S(=O)(=O)Nc2ccncc2)ccc1F	9.8%	17.6%	·	-2.4%	0.3%	inhibitors of VEEV 10K pilot screen=1.0
O=C(COc1ncnc2sccc12)NC1CCCCC1	1.6%	·	·	·	0.7%
C=CCN(CCNP(=O)(OCC)OCC)CP(=O)(OCC)OCC	2.0%	9.6%	-8.9%	-1.7%	1.0%
C(#Cc1ccccc1)C[N+]1(CC#Cc2ccccc2)CCCC1	4.4%	-8.7%	8.1%	12.1%	i
COc1ccc(N=C(N)N=C(N)N)c(OC)c1	-5.7%	-12.5%	-22.3%	-3.9%	i
CCCCN(CC)C(=O)CN(C)S(=O)(=O)c1cccc2nsnc12	0.3%	2.6%	8.6%	10.8%	1.6%
O=C1NC(=O)C2(COC(c3cccc([N+](=O)[O-])c3)OC2)S1 (stereo not drawn)	-2.6%	1.7%	4.0%	2.6%	3.2%
Cc1ccc(CNC(=O)C2CCN(S(=O)(=O)c3cccs3)CC2)o1	9.2%	1.9%	7.3%	-5.5%	0.7%
CC(=O)c1ccc(OCC(=O)NCCC2=CCCCC2)cc1	10.4%	·	·	·	i
Cc1ccc(S(=O)(=O)Nc2ccc(-c3nc4ccc(C)cc4s3)cc2)cc1	-3.1%	-9.8%	-17.4%	3.1%	2.6%
Cc1ccc(NC(=O)CNC(=O)c2cccc(C)c2)nc1	-3.9%	14.8%	-12.2%	-4.5%	?
CC(C)C[C@@H](CO)N1CCN(Cc2cccc(C#N)c2)CCC1=O	-23.4%	-3.2%	2.0%	4.4%	i
Cc1cccc(N2CCN(c3ccc(N4C(=O)CCCC4=O)cc3[N+](=O)[O-])CC2)c1C	-4.9%	-6.6%	-0.1%	6.0%	1.8%
O=C(O)CC1(CC(=O)Nc2ccc3c(c2)OCCCO3)CCCCC1	0.7%	-0.3%	-1.3%	-6.0%	2.0%
O=C1CNC(=S)N1C1CCCCCC1	-3.4%	-11.5%	0.3%	-7.5%	3.8%
CCOP(=O)(OCC)c1nc(-c2ccc(Br)cc2)oc1N1CCCCC1	-27.6%	0.9%	13.3%	5.2%	1.0%
CC(=O)NC(Cc1cccc(F)c1)C(=O)NC1CCN(C(=O)Nc2ccc(C)cc2)CC1 (stereo not drawn)	0.3%	-42.2%	8.0%	6.3%	0.6%
COC(=O)c1ccc(-c2nc(-c3ccc(Br)o3)no2)cc1	5.5%	·	·	-2.4%	0.8%
N#CC1(NC(=O)CSc2nc3ccccc3o2)CCCCC1	-0.5%	·	16.9%	-5.2%	0.5%
Cc1ccc2c(C)c(C(=O)N3CCC(N4CCC(C(=O)NC5CC5)CC4)CC3)oc2c1	22.5%	-10.9%	20.5%	-4.6%	i
CC(=O)OCC(=O)Nc1ccc(Br)c(C)c1	10.7%	-13.8%	-12.0%	16.8%	0.8%
COc1cccc(CNCc2cc(OC)cc(OC)c2)c1	-2.2%	7.8%	-2.8%	4.2%	i
O=C(CN1C(=O)c2ccccc2C1=O)NN1C(=O)c2ccccc2C1=O	-20.5%	-1.6%	4.4%	-8.5%	1.2%
Cc1c(NC(=O)Nc2cccc(C(F)(F)F)c2)c(=O)n(-c2ccccc2)n1C	-3.0%	7.4%	13.7%	10.4%	0.7%
COc1cccc(OCC(O)CNC(=O)c2oc3c(C)c(C)ccc3c2C)c1 (stereo not drawn)	-3.3%	-1.1%	65.2%	10.5%	5.4%
COc1ccc(OC)c2sc(N3CCc4ccccc4C3)nc12	-0.6%	7.2%	12.3%	-0.9%	9.1%
c1ccc(-c2csc3nnc(SCc4ccc5c(c4)OCCO5)n23)cc1	9.1%	-7.7%	38.2%	0.6%	0.0%
CCOc1ccc(CCNC(=O)c2ccc3c(c2)NC(=O)C2CCCN32)cc1OCC (stereo not drawn)	·	-4.4%	57.7%	-1.0%	·
C=CS(=O)(=O)N(Cc1ccccc1Br)[C@H](CO)Cc1ccccc1	-3.3%	·	·	·	6.6%
COC(=O)COc1cc(OCC(=O)OC)c2c(C)c(Cl)c(=O)oc2c1	-5.3%	-4.6%	48.2%	5.8%	0.6%
COC(=O)CC1C(=O)NCCN1C(=O)Nc1ccc(Cl)cc1 (stereo not drawn)	-7.3%	-0.4%	-4.4%	-3.6%	1.8%

Grouped by structure: those above with a Cl atom.
SMILES	influenza NS1A	Salmonella PhoP GFP	M. tuberculosis	H37Rv inhibition	inhibitors of VEEV	others
O=C(Cc1ccc2c(c1)OCCO2)Nc1cc(Cl)ccc1N1CCOCC1	-0.6%	·	·	·	5.2%
Nc1cc(Cl)ccc1N1CCCCCC1	4.0%	5.6%	24.0%	0.4%	i
COC(=O)COc1cc(OCC(=O)OC)c2c(C)c(Cl)c(=O)oc2c1	-5.3%	-4.6%	48.2%	5.8%	0.6%
COC(=O)CC1C(=O)NCCN1C(=O)Nc1ccc(Cl)cc1 (stereo not drawn)	-7.3%	-0.4%	-4.4%	-3.6%	1.8%

(listing goes on)
SMILES	influenza NS1A	Salmonella PhoP GFP	M. tuberculosis	H37Rv inhibition	inhibitors of VEEV	others
O=C(NCCc1ccccc1)C1CCCN(c2ncnc3c2nc2n3CCCCC2)C1 (stereo not drawn)	-1.6%	-6.8%	14.8%	20.7%	?
Cc1ccc(S(=O)(=O)Nc2cccc(C(=O)N3CCN(c4ccccc4O)CC3)c2)cc1F	1.5%	1.1%	9.8%	30.0%	7.9%
C=CCn1c(=O)c2ccccc2n2c(SCC(=O)N(C)C)nnc12	-4.0%	·	·	·	0.1%
COC(=O)Nc1ccc(S(=O)(=O)N2CCCCC2C(=O)O)cc1 (stereo not drawn)	-10.6%	-1.0%	-9.6%	7.4%	2.2%
COCCNC(=O)C1CC(c2ccccc2[N+](=O)[O-])=NO1 (stereo not drawn)	14.9%	-2.5%	-17.3%	-0.9%	1.4%
O=C(Nc1ccc2c(c1)OCCO2)c1ccoc1	-17.3%	15.6%	-12.7%	-0.1%	5.9%
CCOc1cc(CNCCO)cc(Br)c1OCc1ccc(Cl)cc1	-5.2%	16.6%	5.65µM*	?	i
Fc1ccc(-c2ncc3ccccn23)cc1	8.3%	5.7%	-0.8%	-0.1%	0.6%
Cc1ccccc1NC(=O)c1ccccn1	11.4%	5.4%	-25.9%	-17.2%	0.1%
CC(C)(C)NC(=O)NC(=O)CN1C(=O)NC(C)(c2ccccc2)C1=O (stereo not drawn)	1.1%	-0.3%	13.1%	-4.1%	i
Cc1onc(-c2c(F)cccc2Cl)c1C(=O)N(Cc1ccccc1)C(C)C	5.1%	4.0%	7.2%	0.1%	i
Cc1cccc(-n2nnnc2SCn2nnc3ccccc3c2=O)c1	-8.7%	-10.1%	19.6%	5.0%	i
CCC/C(C)=N\Nc1nc2c(c(=O)n(C)c(=O)n2C)n1C	·	7.1%	-15.3%	-12.8%	i
COCCCN1C(=O)c2ccc(C(=O)Nc3ccc(OC)cc3)cc2C1=O	-1.1%	0.8%	2.0%	-7.5%	1.3%
Cc1ccc(-c2[nH]ncc2CNCCc2cnn(-c3ccccc3)c2)cc1C	20.2%	8.3%	65.7%	8.1%	3.5%
O=C(NCCc1ccc(Cl)cc1)C1CC(=O)N(C2CCCCC2)C1 (stereo not drawn)	-2.7%	-2.7%	·	-0.2%	i
Cc1cccc(N(CC(=O)N=Nc2c(O)[nH]c3ccccc23)S(C)(=O)=O)c1C	2.1%	6.3%	6.7%	-0.8%	2.8%
Cc1ccc(O)c(-c2cc(C(=O)Nc3cccnc3)[nH]n2)c1	-14.6%	6.2%	-4.8%	6.0%	3.9%
COC(=O)COc1ccc(/C=N/NC(=O)c2ccc(N(Cc3ccccc3)S(C)(=O)=O)cc2)cc1	9.7%	-0.8%	64.2%	8.1%	0.3%
CC1=Nc2cc(C(=O)NCCCN3CCOCC3)ccc2Sc2c(C)ccc(C)c21	-0.5%	-0.8%	6.4%	-1.9%	0.8%
Oc1cccc(/C=N/Nc2cccc3cccnc23)c1	-4.7%	·	·	·	7.2%
O=C(CSCc1ccccc1Cl)Nc1ccc2c(c1)OCCO2	0.9%	0.3%	29.0%	-9.9%	1.6%
COc1ccc(OC)c(-c2csc(NC(=O)CN3C(=O)C4CCCCC4C3=O)n2)c1 (stereo not drawn)	14.0%	-9.6%	14.4%	33.8%	10.8%
O=C(NC1CC1)C1CCN(c2ncnc3c2sc2cccc(F)c23)CC1	2.2%	-11.4%	15.3%	-8.0%	5.3%

Arranged by SMILES length (rising): seven of the compounds above.
SMILES	influenza NS1A	Salmonella PhoP GFP	M. tuberculosis	H37Rv inhibition	inhibitors of VEEV	others
O=C(NCCc1ccc(Cl)cc1)C1CC(=O)N(C2CCCCC2)C1 (stereo not drawn)	-2.7%	-2.7%	·	-0.2%	i
O=C(NC1CC1)C1CCN(c2ncnc3c2sc2cccc(F)c23)CC1	2.2%	-11.4%	15.3%	-8.0%	5.3%
COCCCN1C(=O)c2ccc(C(=O)Nc3ccc(OC)cc3)cc2C1=O	-1.1%	0.8%	2.0%	-7.5%	1.3%
CC1=Nc2cc(C(=O)NCCCN3CCOCC3)ccc2Sc2c(C)ccc(C)c21	-0.5%	-0.8%	6.4%	-1.9%	0.8%
COc1ccc(OC)c(-c2csc(NC(=O)CN3C(=O)C4CCCCC4C3=O)n2)c1 (stereo not drawn)	14.0%	-9.6%	14.4%	33.8%	10.8%
Cc1cccc(N(CC(=O)N=Nc2c(O)[nH]c3ccccc23)S(C)(=O)=O)c1C	2.1%	6.3%	6.7%	-0.8%	2.8%
COC(=O)COc1ccc(/C=N/NC(=O)c2ccc(N(Cc3ccccc3)S(C)(=O)=O)cc2)cc1	9.7%	-0.8%	64.2%	8.1%	0.3%

Continuation.
SMILES	influenza NS1A	Salmonella PhoP GFP	M. tuberculosis	H37Rv inhibition	inhibitors of VEEV	others
Cc1cc(S(=O)(=O)N2CCOCC2)ccc1OCC(=O)Nc1cccc(C(F)(F)F)c1	9.1%	4.9%	-4.2%	11.1%	i
N#CCN1C(=O)C2CCCN2c2ccc(S(=O)(=O)N3CCOCC3)cc21 (stereo not drawn)	8.1%	5.9%	2.3%	-4.9%	0.3%
O=C(c1ccc(CSc2nc3ccncc3[nH]2)cc1)N1CCCCCC1	-9.0%	7.3%	32.8%	-1.1%	0.1%
Cc1ccc(NCc2nnc(SCC(=O)Nc3cccc(O)c3)n2CC2CCCO2)c(C)c1 (stereo not drawn)	-0.6%	18.3%	15.4%	7.6%	7.1%
O=C(CNC(=O)c1ccccc1)NCC(=O)OCc1ccc(Cl)cc1	-3.4%	-3.6%	16.9%	-7.7%	0.9%
CCC(=O)CN(Cc1cc(OC)ccc1OC)S(=O)(=O)c1ccccc1Br	6.5%	·	·	·	0.2%
CC(=O)N1CCCc2cc(S(=O)(=O)CCC(=O)Nc3cccc(C)c3C)ccc21	-7.2%	-1.4%	0.6%	-1.7%	2.8%
COc1ccc(OC)c(N(CC(=O)N2CCC(C)CC2)S(=O)(=O)c2ccccc2)c1	-5.6%	8.8%	0.0%	-0.1%	2.1%
Cc1ccc(SCC(=O)NNC(=O)c2ccccc2)cc1C	1.2%	10.5%	70.6%	-4.7%	i
O=C(N/N=C\c1cn[nH]c1-c1ccc(Cl)cc1)c1cccs1	3.5%	10.1%	-0.2%	2.0%	1.4%
CC(=O)N1CCN(C(=O)c2ccc(S(=O)(=O)Nc3ccccc3Cl)cc2)CC1	-5.0%	-4.7%	-15.2%	-10.0%	1.4%
